# Bioassay records deposited in PubChem by several laboratories.
# Yeast lifespan up – yeast lifespan extension. S. cerevisiae growth with nicotinamide, OD615; deaD strain in restrictive glucose medium. inhibition of the nicotinamide effect, % at 10 µM. actives 0.68% (n = 130,000). AID 775;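 active means inhibition above a set limit, placed 3 SD over the median of all compounds, cut at about 26% in these data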;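 further: 0% = nicotinamide-treated wells and 100% = cells grown without nicotinamide; some compounds called inactive have numbers as strong as hits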
#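 Measured by: optical density (absorbance) at 615 nm; System: modified budding yeast, DeaD strain; Medium: restrictive CSMM-D dextrose medium; Timing: 4 h preincubation then 48 h treatment at 30 °C.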
# MRP-1 activ – activates MRP-1. H69AR cells + doxorubicin, viability rescue, CellTiter-Glo. viability increase, % at 10 µM. AID 799. actives 0.61% (n = 140,000);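 active means viability gain under doxorubicin at or above a set limit, the compound median plus 3 SD, cut at about 4.7% in these data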;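 further: MRP-1 overexpressing cells given doxorubicin 25 µM after compound pretreatment; 18-22 h compound pretreatment then 72 h with doxorubicin before readout; 0% = doxorubicin-only wells and 100% = vehicle-treated cells without doxorubicin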
# HCT116 PTEN-null – PTEN-deleted cell growth suppression; actives 1.2% (n = 140,000); HCT116 PTEN-null viability, CellTiter-Glo, 60 h; active compounds read low; viability, % at 10 µM;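 active means viability at or below a set limit, 4 SD under the median of all tested compounds, cut at about 3.7% in these data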;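 further: PTEN knockout HCT116 line with beta catenin targeted HCT116 as companion control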
# bCat KO growth – beta-catenin-lacking colon tumor cell growth suppression; actives 1.5% (n = 140,000); AID 818; HCT116 beta-catenin knockout viability, CellTiter-Glo, 60 h; active compounds read low; viability, % at 10 µM;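 active means viability at or under a set limit, the compound median less 4 SD, cut at about 6% in these data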;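 further: 0% = Hyamine 1622 control at 20 µM and 100% = untreated cell control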
# Yeast growth inh – reduces growth of yeast BB579 in restrictive medium; S. cerevisiae BB579 growth, OD615, 48 h; inhibition, % at 10 µM; actives 0.51% (n = 140,000);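 active means inhibition above a set limit, 3 SD over the mean compound inhibition, cut at about 44% in these data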; further: inactives centre near -24
#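 System: DeaD yeast strain BB579; buffer or medium: CSMM-D dextrose restrictive medium; technique: OD at 615 nm; schedule: 4 h cell preincubation, 48 h compound exposure, 30 °C humidified; doses: single 10 µM dose; controls: amphotericin B 10 µg/mL, positive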
# E-sel TNF inh – blocks E-selectin expression induced by TNF alpha; HUVEC TNFa-induced E-selectin immunofluorescence, high content; inhibition, % at 2 µM; actives 0.71% (n = 120,000);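 active means inhibition above the batch mean plus 3 SD, and confirmed as a hit on visual image review, cut at about 43% in these data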;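 further: 0% = TNF-stimulated DMSO wells and 100% = unstimulated control wells; not every result past the cut was called active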
# NPY Y2 blocker – antagonists of human neuropeptide Y receptor Y2 | P49146 | AID 793 | inhibition, % at 2.7 µM | actives 0.99% (n = 140,000) | NPY-Y2 expressing cells, antagonist mode; in the data active means inhibition above about 17%;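 further: 0% = vehicle with agonist challenge and 100% = reference antagonist with challenge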
# Target sequence (P49146 whole entry, looked up): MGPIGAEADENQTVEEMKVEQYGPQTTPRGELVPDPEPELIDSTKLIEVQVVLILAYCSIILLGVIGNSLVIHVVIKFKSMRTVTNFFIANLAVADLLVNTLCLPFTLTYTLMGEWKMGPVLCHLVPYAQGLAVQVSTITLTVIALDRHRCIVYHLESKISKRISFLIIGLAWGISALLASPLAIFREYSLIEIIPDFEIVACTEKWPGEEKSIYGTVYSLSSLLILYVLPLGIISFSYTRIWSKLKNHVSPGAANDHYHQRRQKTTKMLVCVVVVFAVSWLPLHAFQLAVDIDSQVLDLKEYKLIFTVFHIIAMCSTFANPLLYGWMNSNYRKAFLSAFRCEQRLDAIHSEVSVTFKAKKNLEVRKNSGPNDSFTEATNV
# Measles CPE – protection of cells from measles virus; Measles virus-infected cells, CPE protection, absorbance; protection (pct of control), % at 4 µM; actives 1.5% (n = 140,000); AID 841; in the data active means protection mostly above about 24%, no sharp cut-off; inactive means mostly below about 26%; further: some compounds called inactive have numbers as strong as hits
# Phagocyt inh – inhibitors of macrophage phagocytosis; inhibition, % at 5 µM; actives 0.07% (n = 110,000); AID 1029; J774A.1 macrophage IgG-bead phagocytosis, imaging;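 active means inhibition above the mean of the plate negative controls plus 5 SD, cut at about 13% in these data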;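 further: phagocytic index as fraction of beads internalized from green versus red external bead signal; plate controls were DMSO negative control for no effect and cytochalasin-D positive control for full effect; some results beyond the cut were filed as inactive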
# GALR2 blocker – GALR2 (human) receptor antagonism; inhibition, % at 4 µM; actives 0.39% (n = 140,000); GALR2-expressing cells, antagonist mode; O43603; in the data active means inhibition above about 27%;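 further: cells stimulated with galanin 1-16 at roughly its EC80; 0% = agonist challenge control and 100% = basal control without agonist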
# Target sequence (O43603 whole entry, looked up): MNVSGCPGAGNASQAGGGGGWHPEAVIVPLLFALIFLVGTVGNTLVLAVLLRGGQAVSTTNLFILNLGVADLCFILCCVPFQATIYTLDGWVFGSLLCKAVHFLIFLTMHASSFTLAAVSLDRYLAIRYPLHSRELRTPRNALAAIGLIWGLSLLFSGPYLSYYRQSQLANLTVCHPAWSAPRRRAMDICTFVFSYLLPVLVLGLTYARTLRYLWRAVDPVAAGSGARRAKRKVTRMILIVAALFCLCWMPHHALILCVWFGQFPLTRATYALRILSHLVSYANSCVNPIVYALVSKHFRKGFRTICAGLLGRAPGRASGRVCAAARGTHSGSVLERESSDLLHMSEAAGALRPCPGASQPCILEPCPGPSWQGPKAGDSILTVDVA
# Numbers without * were called inactive; · = not tested or not shown.
SMILES,Yeast lifespan up,MRP-1 activ,HCT116 PTEN-null,bCat KO growth,Yeast growth inh,E-sel TNF inh,NPY Y2 blocker,Measles CPE,Phagocyt inh,GALR2 blocker
Cc1ccc(-c2ccc(CCC(=O)O)n2CC2CCCO2)cc1 (stereo unspecified),-8,-3.4,87,89,24,1,-2,4,·,-4
Cc1ccc(CNC(=O)C2CCCN(C(=O)N(C)C)C2)cc1 (stereo unspecified),-5,0.7,99,104,-9,-11,3,2,-1,-8
COc1ccc(CC(=O)NC2=NCCS2)cc1,-11,-1.8,88,91,-23,-9,-2,5,0,4
Oc1ccc(CN2CCCc3ccccc32)c2cccnc12,-4,-1.7,5,10,24,·,5,3,-1,12
CS(=O)(=O)N1CCCC(C(=O)NCCCN2CCC(Cc3ccccc3)CC2)C1 (stereo unspecified),-8,-2.5,105,100,13,2,2,24,-4,-2
O=C(Cn1c(C(F)(F)F)nc2ccccc21)c1ccc(Br)cc1,-25,-2.0,73,73,-16,-2,12,3,·,-9
Cc1ccc(C(=O)NNc2cc(N3CCCC3)nc(N3CCCC3)n2)cc1,-2,-1.1,80,74,-49,-45,7,12,·,0
Cc1ccc(-n2c(SCC(=O)NCCN3C(=O)CSC3=O)nnc2-c2cccc(C)c2)cc1,5,-2.2,85,94,-48,2,4,5,-6,0
CCOc1ccc(Nc2c3c(nc4ncnn24)CC(C)CC3)cc1 (stereo unspecified),-13,-0.6,88,79,-10,-34,0,8,-2,6
CCc1cccc(CC)c1NC(=S)NCc1ccc2c(c1)OCO2,8,-3.2,72,78,-16,-25,9,11,0,12
O=C(CCCSc1nnnn1-c1ccccc1)c1ccc(F)cc1,-18,0.9,93,110,7,-18,7,5,·,-5
c1ccc(-c2nc(N3CCCCC3)nc3ccccc23)cc1,·,0.3,77,75,-25,-19,6,17,·,-2
COc1cccc(/C=N\NC(=O)C2C(=O)NCC2c2ccccc2)c1O (stereo unspecified),-24,4.4,10,17,6,15,0,3,·,12
Cc1c(NC(=O)CSc2nccn2C)c(=O)n(-c2ccccc2)n1C,6,0.6,95,99,-39,12,0,10,·,2
Cn1c(=O)c2c(nc(N3CCOCC3)n2CCSc2ncccn2)n(C)c1=O,-3,-1.9,99,97,-5,·,0,17,0,4
Cc1ccccc1C(=O)NC(=S)Nc1ccc(S(=O)(=O)N2CCN(C)CC2)cc1,-15,-0.5,100,88,-59,-16,0,15,1,2
COCCCn1c(SCC(N)=O)nnc1-c1ccccc1,-4,-0.9,99,100,-41,19,2,8,-1,5
O=C1c2oc3ccccc3c(=O)c2C(c2cccc(O)c2)N1c1ccccn1 (stereo unspecified),-5,-0.5,74,80,-16,-4,1,2,0,10
COc1ccccc1/C=C1\SC(=S)N(CCC(=O)NC2=NCCS2)C1=O,3,-4.2,98,96,-16,15,4,5,-4,-4
COc1ccc(C(=O)NCC(C)C)c(OC)c1,·,-2.7,101,88,-14,91*,-2,6,·,12
CCCC(=O)N=C1SC2CS(=O)(=O)CC2N1c1ccc(-c2nc3ccc(C)cc3s2)cc1 (stereo unspecified),-2,-3.5,69,75,-2,·,-1,38,1,0
CCOC(=O)N1CCN(C(=O)Nc2ccc(Cl)cc2)CC1,-6,-0.6,96,99,-32,1,3,1,-1,4
COC(=O)/C=C1\S/C(=N/N=C/c2ccccc2)NC1=O,-4,-1.6,78,83,-24,·,2,10,20,-7
O=C(CN1CCN(S(=O)(=O)c2ccc(Cl)s2)CC1)NCc1ccc(Cl)cc1,-14,-0.1,54,57,-30,-9,1,6,1,7
CC(C)OC(=O)C1=C(N)N2C(=O)CSC2=C(C(=O)OC(C)C)C1,-10,-2.2,87,86,-14,-10,2,6,2,0
# Further entries
SMILES,Yeast lifespan up,MRP-1 activ,HCT116 PTEN-null,bCat KO growth,Yeast growth inh,E-sel TNF inh,NPY Y2 blocker,Measles CPE,Phagocyt inh,GALR2 blocker
CCNC(=O)CN1C(=O)NC2(CCCCCC2)C1=O,-4,-0.9,97,90,19,16,-1,21,0,3
Cc1cccc(N2C(=O)CN(Cc3sccc3C)C2=S)c1,-6,-3.5,79,81,9,-2,2,1,·,-6
N#Cc1c(NC(=O)c2cccnc2)sc2c1CCC2,-4,-3.8,24,28,8,16,5,7,0,15
O=C(Oc1ccccc1)c1cccc(COC(=O)c2cnccn2)c1,-4,0.8,100,97,-38,-16,-1,3,5,15
COc1cc(N2CCCC2)c(OC)cc1/C=C1/NC(=S)NC1=O,3,-1.3,99,84,-23,-17,-2,19,-5,2
O=c1c2c(ncn2C2CCCC2)n(Cc2ccccc2)c(=O)n1CCOc1ccccc1,1,1.2,79,81,-25,·,4,12,6,-12
CCOc1ncccc1C(=O)OCc1cn2cc(Cl)ccc2n1,-10,-2.8,76,70,1,3,2,8,-1,3
Cc1cccc2cc(CN(Cc3ccccc3)C(=O)N(C)C)c(=O)[nH]c12,-4,0.2,92,93,18,-6,1,17,-1,3
O=C(c1ccc(Cl)cc1)c1coc2ccc(O)cc12,-15,-4.5,70,80,-38,49,1,4,3,7
CCOc1cc(-c2c(C#N)c(N)nc3c2CCCC3C)ccc1O (stereo unspecified),-3,-1.8,101,84,-82,·,7,5,-2,3
Cc1ccc(N2C(=O)C(Cl)=C(N3CCOCC3)C2=O)cc1Cl,0,-3.4,88,86,-12,-1,5,8,-3,5
O=C(Cn1cnc2ccccc2c1=O)c1ccccc1,·,-0.9,106,100,-22,-1,0,25,·,6
COc1cc(NC(=O)c2cccs2)c(C(=O)OCC(=O)NC(=O)NC(C)(C)C)cc1OC,-3,-0.5,94,90,-37,-15,4,7,0,-7
Cc1cccc(CSc2cccc3cccnc23)c1,-12,-2.5,2.8*,4.9*,96*,14,4,4,·,29*
Cc1nc2cccc(C(=O)NC3CCCCC3)c2o1,-14,-1.2,100,89,-40,13,4,8,2,-2
COC(=O)c1ccc(-n2cncn2)c(F)c1,-23,-0.6,99,94,-23,25,1,22,·,-2
CCCCSCc1ccc(C(=O)O)o1,·,0.3,101,90,-16,-33,4,9,·,-4
CCn1cc(C(=O)NCc2cccs2)c(=O)c2ccc(C)nc21,-10,-1.6,91,76,-20,·,0,17,0,6
COc1cc(-c2nn3c(-c4cccc(C)c4)nnc3s2)cc(OC)c1OC,-13,-2.5,92,99,-39,20,-1,5,-2,-16
O=C(CSc1nc2ccccc2s1)N1c2ccccc2Sc2ccccc21,1,-1.0,92,87,-82,-5,4,35,·,9
O=C(Cc1ccccc1)NNC1CC(=O)N(c2ccc(Br)cc2)C1=O (stereo unspecified),-4,2.0,91,91,-40,-12,0,21,-4,-18
Cc1c(Cl)cccc1NC(=O)c1cccc(OC(F)F)c1,-16,-2.0,87,99,-34,-11,-2,31,1,2
COc1ccc(C2=Nn3c(nnc3-c3ccccc3OC)SC2)cc1OC,-14,-1.8,13,16,-56,-24,30*,6,·,30*
COc1ccc(-c2cn3cccnc3n2)cc1NC(=O)CC(C)C,-16,-0.8,90,93,-27,·,1,2,1,1
O=C(N/N=C/c1ccccc1)NC1CCCCC1,-5,1.0,88,92,-26,·,3,·,-9,-1
# More entries follow.
SMILES,Yeast lifespan up,MRP-1 activ,HCT116 PTEN-null,bCat KO growth,Yeast growth inh,E-sel TNF inh,NPY Y2 blocker,Measles CPE,Phagocyt inh,GALR2 blocker
O=C1C2C(c3ccccc3)C=CC(c3ccccc3)C2C(=O)N1C1CCCCC1 (stereo unspecified),-16,-2.4,90,94,-47,1,8,9,0,-3
Cc1ccccc1C(=O)Nc1ccc(N2CCOCC2)nc1,-5,2.2,111,103,-32,-7,1,44,·,-21
Cc1cc(C)nc(NS(=O)(=O)c2ccc(N)cc2)n1,9,-0.2,102,99,-47,·,2,11,·,8
Cc1cnc(NC(=O)c2cc3c(C)nn(Cc4ccccc4Cl)c3s2)s1,5,-3.1,76,84,-28,·,-2,24,-3,5
N#CCCn1c(-c2nonc2NC(=O)c2ccccc2Cl)nc2ccccc21,4,-0.5,89,95,-16,8,1,6,-2,-6
Cc1ccc(C)c(Cn2nnc3c(=O)[nH]c(C(=O)NCc4ccco4)nc32)c1,-20,-1.3,85,89,-17,-26,5,30,·,0
CCCOc1ccccc1N/C(=N/c1nc(C)cc(C)n1)NC(=O)COc1ccc(OC)cc1,0,-5.0,64,51,-22,22,0,5,2,-3
CC(=O)OCCNc1cc(Sc2nc3ccccc3[nH]2)c2nonc2c1[N+](=O)[O-],-3,-6.0,1.5*,1.6*,-12,·,2,6,4,13
COc1cc2c(cc1OC)C(COc1ccc3c(C)cc(=O)oc3c1)N(C(=O)c1ccco1)CC2 (stereo unspecified),-2,-4.5,86,84,-45,15,-1,5,·,2
CCOc1ccc(Cl)cc1/C=N/NC(=O)CNC(=O)c1ccccc1,6,0.8,87,88,-39,·,1,9,-6,11
O=C(Cn1cnc2cc(Cl)ccc2c1=O)Nc1ccc2c(c1)OCO2,-14,-1.4,96,81,-47,·,10,17,·,1
COc1cccc(-c2noc(-c3cccs3)n2)c1,-16,-1.2,81,84,6,-4,2,6,0,-9
c1cncc(-c2ccnc3ncnn23)c1,-6,2.3,101,101,-39,1,3,12,-4,-4
CS(=O)(=O)Nc1ccc2c(c1)C(=O)OC2,-2,-2.3,101,101,-32,30,1,53*,0,-1
Cc1ccc(NC(=O)CC(O)(C(F)(F)F)C(F)(F)F)c(Br)c1,-5,-0.7,51,60,-54,-6,2,5,-1,28*
O=C(CC1C(=O)NCCN1C(=O)Nc1ccccc1)Nc1cccc(C(F)(F)F)c1 (stereo unspecified),0,-3.3,68,81,-25,17,-5,6,1,5
O=c1cc(O)c2c(=O)n(-c3ccccc3)c3c(c2o1)CCCCCC3,46*,-2.8,104,94,-7,·,3,36*,-3,-11
COC(=O)CSC1=C(C#N)C(c2ccc(C)cc2)C2=C(CCCC2=O)N1 (stereo unspecified),-23,-2.4,82,97,-52,-9,-5,21,·,-3
Cc1ccc(N2C(=O)CC(N(O)C3CC(=O)N(c4ccc(C)cc4)C3=O)C2=O)cc1 (stereo unspecified),-21,-2.5,107,103,-17,·,0,13,9,0
CCc1nc(SCC(=O)NNC(=O)C2CCCCC2)c2ccccc2n1,-8,-2.5,86,77,-24,-19,1,5,·,12
COc1ccc(CC(=O)Nc2cccc(SC)c2)cc1,-5,0.5,100,88,-21,·,5,10,-1,-14
COc1cc2nc(CN(CCC(C)C)Cc3nc4cc(OC)c(OC)cc4c(=O)[nH]3)[nH]c(=O)c2cc1OC,-13,-1.5,80,87,-33,·,4,11,-3,-16

# 2 compounds drawn at random from the list so far, as already listed:
SMILES,Yeast lifespan up,MRP-1 activ,HCT116 PTEN-null,bCat KO growth,Yeast growth inh,E-sel TNF inh,NPY Y2 blocker,Measles CPE,Phagocyt inh,GALR2 blocker
Cc1ccc(C)c(Cn2nnc3c(=O)[nH]c(C(=O)NCc4ccco4)nc32)c1,-20,-1.3,85,89,-17,-26,5,30,·,0
CC(=O)OCCNc1cc(Sc2nc3ccccc3[nH]2)c2nonc2c1[N+](=O)[O-],-3,-6.0,1.5*,1.6*,-12,·,2,6,4,13
